NadD block: inhibitors of Staphylococcus aureus NadD. inhibition, % at 20 µM. 360,000 compounds, 0.78% hits. AID 602399. purified NadD enzyme, colorimetric absorbance read-out; in the data active = inhibition above about 26%; also: some compounds past the cut are filed as inactive
Rpn11 block: Rpn11 (human) deubiquitinase inhibition; human 26S proteasome, Ub4-pepOG fluorescence polarization; 20S core pre-blocked with epoxomicin; calls only at 20 µM; 360,000 compounds, 0.59% hits; AID 588493;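 active = inhibition at 20 µM, scaled to each plate's controls, above about 33%, limit read from the data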
Target sequence (O00487 whole entry, looked up): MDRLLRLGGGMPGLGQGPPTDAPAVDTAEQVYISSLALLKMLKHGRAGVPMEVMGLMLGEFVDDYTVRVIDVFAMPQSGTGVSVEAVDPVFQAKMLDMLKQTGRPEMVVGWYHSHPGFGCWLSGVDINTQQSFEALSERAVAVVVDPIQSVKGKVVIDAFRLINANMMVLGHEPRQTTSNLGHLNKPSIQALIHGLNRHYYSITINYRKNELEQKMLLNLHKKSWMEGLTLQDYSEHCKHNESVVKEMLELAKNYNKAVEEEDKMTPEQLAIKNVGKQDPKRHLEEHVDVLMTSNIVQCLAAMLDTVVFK
Tb MetRS inh: Trypanosoma brucei MetRS inhibition; purified T. brucei MetRS, ATP depletion, Kinase-Glo luminescence; 360,000 compounds, 0.4% hits; inhibition, % at 11.9 µM; AID 624268;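 active = inhibition above a per-plate cutoff of the control wells' mean inhibition plus 3 SD, cut at about 5.5% in these data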;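 also: 0% = DMSO wells median and 100% = median of wells with control inhibitor compound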
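Material: parasite MetRS enzyme / Replication: singlicate, one well per compound / Signal: luminescence of leftover ATP / Schedule: 2 h aminoacylation at 25 °C after 15 min preincubation / Medium: HEPES-MgCl2-KCl buffer plus DTT, spermine, BSA, pyrophosphatase / Doses: 11.9 µM single point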
SUMO1-SIM PPI: modulators of human SUMO1-mediated protein-protein interactions; SUMO1 binding to a labelled peptide, TR-FRET, 1 h; P63165; inhibition, % at 20 µM; 360,000 compounds, 0.33% hits; in the data active = inhibition above about 37%
Target sequence (P63165 whole entry, looked up): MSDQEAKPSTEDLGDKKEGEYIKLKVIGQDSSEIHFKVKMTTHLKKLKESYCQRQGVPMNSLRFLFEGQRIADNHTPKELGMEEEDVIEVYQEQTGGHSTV
STEP block: inhibitors of human striatal-enriched phosphatase STEP; P54829; recombinant STEP, OMFP fluorogenic substrate, fluorescence; inhibition, % at 20 µM; 360,000 compounds, 0.25% hits;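 active = inhibition at 20 µM, scaled per plate between control wells, above about 37%, limit read from the data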;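 also: 0% = DMSO with enzyme and substrate and 100% = substrate only without enzyme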
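System: STEP phosphatase, cell-free reaction; Buffer or medium: Bis-Tris pH 6.0 buffer with DTT, detergent; Incubation: 20 min at room temperature, dark; Measured by: fluorescence, 480/540 nm.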
Scp1 inh: inhibitors of human Scp-1 phosphatase. Q9GZU7. Recombinant Scp1, phosphopeptide, malachite green phosphate absorbance. inhibition, % at 20 µM. 340,000 compounds, 0.88% hits. AID 493091;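 active = inhibition above about 50% at 20 µM, limit read from the data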;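 also: plate controls were DMSO wells with enzyme for no effect and wells lacking enzyme for full effect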
Target sequence (Q9GZU7 76-261 limits assumed): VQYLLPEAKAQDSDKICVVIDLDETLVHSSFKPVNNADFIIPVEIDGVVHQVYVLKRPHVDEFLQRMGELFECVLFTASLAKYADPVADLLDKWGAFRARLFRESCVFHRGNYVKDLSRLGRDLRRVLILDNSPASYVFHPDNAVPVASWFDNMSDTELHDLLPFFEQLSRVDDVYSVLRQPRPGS
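System: SCP-1 catalytic domain; Reagent: Phospho 17-mer peptide substrate; Doses: one concentration, 20 µM, with 1.0% DMSO; Incubation: 45 min room-temperature reaction, 5 min colour, 30 min stabiliser; Signal: Phosphate-binding colour reagent, absorbance read at 630 nm.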
MLLE-PAM2 inh: blocks PAM2 peptide binding to the PABP1 MLLE domain; GST-MLLE / FITC-PAM2 fluorescence polarization; inhibition, % at 20 µM; 360,000 compounds, 0.36% hits; AID 588489; P11940; in the data active = inhibition above about 35%, passing the limit was not always enough;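 also: plate controls were DMSO wells with GST-MLLE for no effect and wells lacking GST-MLLE protein for full effect; some results filed as inactive read as strong as hits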
CSN inh: blocks human CSN-mediated cullin deneddylation; Q92905; Purified CSN, SCF-Nedd8-OG deneddylation, fluorescence polarization; inhibition, % at 12.5 µM; 360,000 compounds, 0.38% hits; AID 651999;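 active = pattern-corrected inhibition above about 35%, with an unprinted fluorescence ratio check between 0.5 and 1.5, limit read from the data, passing the limit was not always enough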;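 also: 0% = enzyme with substrate and 100% = substrate without enzyme; some results filed as inactive read as strong as hits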
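Test system: Human Csn5 produced in HEK293T cells | Compound: 12.5 µM single point | Times: 90 min, room temperature | Signal: Fluorescence polarization readout | Read-out basis: % inhibition of substrate cleavage by Csn5 | Controls: no-enzyme wells high, enzyme-with-substrate wells low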
LMPTP inh: blocks human LMPTP phosphatase; P24666; recombinant LMPTP-A, OMFP fluorogenic substrate, fluorescence intensity; inhibition, % at 20 µM; 360,000 compounds, 0.22% hits;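 active = compounds that cut the enzyme signal by at least half of the control window in the single-dose screen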;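 also: plate controls were DMSO wells with enzyme plus substrate for no effect and substrate without enzyme for full effect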
Target sequence (P24666 whole entry, looked up): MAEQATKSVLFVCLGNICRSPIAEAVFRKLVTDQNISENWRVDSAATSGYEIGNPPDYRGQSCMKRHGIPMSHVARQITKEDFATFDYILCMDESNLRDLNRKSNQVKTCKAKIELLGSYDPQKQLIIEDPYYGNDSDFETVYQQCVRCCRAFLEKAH
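Assay system: LMPTP-A phosphatase enzyme | Input: 0.625 nM enzyme | Also added: Fluorogenic phosphatase substrate OMFP at 400 µM final | Compound dosing: One test concentration per compound, 20 µM, with 3% DMSO overall | Schedule: 50 min enzyme reaction at room temperature, protected from light | Signal: Fluorescence intensity | Benchmarks: no-enzyme and uninhibited controls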
DNMT1 block: DNMT1 (human) enzyme inhibition | DNMT1 molecular beacon, Hinp1I cleavage, fluorescence | inhibition (reported as % activation of signal), % at 10 µM | P26358 | 360,000 compounds, 0.83% hits; in the data active = inhibition above about 50%
An asterisk follows results filed as active; i = inactive; · = not tested or not shown.

SMILES	NadD block	Rpn11 block	Tb MetRS inh	SUMO1-SIM PPI	STEP block	Scp1 inh	MLLE-PAM2 inh	CSN inh	LMPTP inh	DNMT1 block
O=C(Nc1ccc(S(=O)(=O)Nc2nccs2)cc1)C1CC(=O)N(c2ccc(Cl)cc2)C1 (centres undefined)	6	i	0.5	1	3	-10	14	-2	1.5	-1
COc1ccc2o/c(=N\O)c(C(=O)Nc3ccccc3OC)cc2c1	10	i	-1.5	-4	-4	-13	37	4	-0.6	2
COCCN1C=C(C(=O)OC)C(c2ccccc2Cl)C(C(=O)OC)=C1	-14	i	-0.7	-8	-2	-9	5	0	-1.6	-7
Cc1cc(O)c(-c2ccno2)cc1Cl	7	i	0.7	-1	-6	-4	6	-6	0.7	-6
O=C(O)C(c1ccccc1)N1C(=O)/C(=C\c2ccc(-c3ccc(Br)cc3)o2)SC1=S (centres undefined)	15	·	0.9	91*	11	20	-131	147	65*	93*
O=C(COC(=O)c1cc([N+](=O)[O-])ccc1N1CCOCC1)c1ccccc1Cl	-4	i	-0.3	-25	-2	-12	5	-1	0.0	1
Cc1ccc(NC(=O)C2CC(=O)N/C(=N/N=C/c3ccco3)S2)cc1 (centres undefined)	3	i	-1.3	-5	-1	1	7	0	-0.7	9
Cn1c(SCC(=O)C(C)(C)C)nnc1-c1ccccn1	8	i	-0.6	2	-7	-6	1	-1	-1.0	-1
CCC[C@H](CN[C@@H](CNC)[C@H](C)CC)NCCc1cc(C(F)(F)F)cc(C(F)(F)F)c1	-9	i	0.3	-32	1	-3	14	2	-21	14
COc1ccc(C2=CC(c3cccc(OC)c3)n3nnnc3N2)cc1 (centres undefined)	-1	i	-0.3	-18	0	-9	38	1	1.5	-5
COc1ccc(NC(=O)CCCNC(=O)Cn2cnc3sc(C)c(C)c3c2=O)cc1Cl	-1	i	0.0	6	-2	1	6	2	0.1	4
CN(C)/C=C/C1=C([N+](=O)[O-])C(c2cccc([N+](=O)[O-])c2)NC(=O)N1 (centres undefined)	3	i	0.2	-17	1	8	-5	-3	2.8	-5
COc1ccccc1C(=O)Nc1ccnn1C1CCN(Cc2ccccc2OCCO)CC1	2	i	0.0	8	2	-5	8	3	-0.1	2
COc1cc(/C=N/NC(=O)c2cccc(NC(=O)c3ccccc3)c2)ccc1O	2	i	-0.1	0	-1	-5	19	3	0.1	-4
N#C/C(=C/c1ccc(N2CCCCCC2)o1)c1ccc(F)cc1	22	·	-1.1	-11	0	-9	-93	5	0.2	-1
Clc1ccccc1-c1ccc2ncnc(NCc3cccs3)c2c1	10	i	4.0	2	-1	11	-10	1	2.7	-11
Cc1nn(-c2cccc3cccnc23)c(=O)c2ccccc12	-2	i	-0.1	1	-1	11	14	6	0.4	4
O=C(COC(=O)c1cc(Br)ccc1O)NCCC1=CCCCC1	-11	i	-0.2	1	-1	·	-21	1	-0.5	-4
O=C(N/N=C/c1cccs1)c1n[nH]c2c1CCCC2	-8	i	-0.4	-20	-2	0	-10	0	-13	5
Cc1cccc(-n2c(Cc3ccccc3)nnc2SCC(=O)N2CCOCC2)c1	-4	i	-0.9	-1	-2	-2	2	1	-0.7	46
Cc1ccc(Nc2nnc(-c3ccncc3)s2)c(Br)c1	1	i	0.5	-1	1	-6	-3	2	-1.4	3
CC(C)CN(C(=O)C1CCCO1)C1CCS(=O)(=O)C1 (centres undefined)	0	i	-0.3	2	-2	4	-2	0	-1.4	-2
Cc1cc(C(=O)NCc2ccccc2Cl)n(-c2ccccc2)n1	-5	i	-1.4	-1	-1	-12	-9	3	4.8	5
CCOC(=O)c1cc2c(C(F)(F)F)cc(-c3cccnc3)nc2o1	4	i	-0.4	-14	-2	8	12	0	-2.3	3
COc1cccc(OCCSc2nc(C)c(Cc3ccccc3)c(=O)[nH]2)c1	7	i	-0.6	3	2	-1	6	-21	0.9	5
O=C(CN1c2ccccc2S(=O)(=O)c2ccccc21)Nc1ccccc1F	-7	i	-0.5	4	-2	5	3	0	0.2	1
Cn1c(SCC(=O)NC(=O)Nc2ccccc2)nnc1-c1ccncc1	-1	i	0.6	-5	2	-13	-14	2	-0.6	1
O=C(Cc1ccccc1)Nc1ccc(NC(=O)c2ccc(Br)cc2)cc1	3	i	-1.2	0	-2	-1	-1	3	-1.4	7
CCOC(=O)c1[nH]c(C)c(C(=O)N2CCN(C(=O)c3ccco3)CC2)c1C	-6	i	-0.7	0	-1	-4	-8	-1	-2.0	0
O=S(=O)(Cc1cc(Cl)nc(-c2ccccc2)n1)c1ccccc1	-7	i	-0.1	3	1	-17	-1	-2	1.0	7
O=c1[nH]c2cc(Cl)c(Cl)cc2o1	4	i	0.8	2	5	-10	-4	1	-0.7	-2
CN(C)C(=O)C1Cc2ccccc2CN1S(=O)(=O)c1cccs1 (centres undefined)	-4	i	1.0	-1	0	-5	2	-6	-1.1	0
CC(C)(C)NC(=O)C1c2ccccc2OCC(=O)N1Cc1ccccn1 (centres undefined)	5	·	-0.4	4	·	·	·	-5	-1.9	·
CC(=O)c1c(C)[nH]c(C(=O)OCC(=O)Nc2sc3c(c2C#N)CCC(C)C3)c1C (centres undefined)	25	i	·	-2	1	12	-2	4	3.2	-13
O=C(NCc1cccnc1)C1COc2ccccc2O1 (centres undefined)	-4	i	-1.2	-1	-1	-3	0	2	0.2	11
Cc1cc(N2CCOCC2)ccc1/C=C1\NC(=O)N(Cc2ccccc2F)C1=O	-6	i	-0.3	-14	0	-19	-6	-4	0.9	0
Cn1c(=O)c2c(-c3ccccc3)n(-c3cc([N+](=O)[O-])ccc3O)cc2n(C)c1=O	-2	i	-0.7	-8	-2	·	9	-4	-0.6	3
CCN(C(=O)N1CCOCC1)c1ccccc1	0	i	-0.2	5	-2	-7	1	4	-1.6	0
Clc1ccc(C=NN2CCCCCC2)cc1Cl	11	i	-0.3	-7	2	-10	-3	1	1.0	7
Cc1ccc(C)c(-c2ccc(=O)n(Cc3c(F)cccc3Cl)n2)c1	-5	i	-1.3	-1	2	-22	2	1	3.6	-1

Copied from the list:
Tb MetRS inh, Cc1ccc(C)c(-c2ccc(=O)n(Cc3c(F)cccc3Cl)n2)c1 reads -1.3
Scp1 inh, Cc1ccc(Nc2nnc(-c3ccncc3)s2)c(Br)c1 reads -6
LMPTP inh, Cc1cc(C(=O)NCc2ccccc2Cl)n(-c2ccccc2)n1 reads 4.8
Tb MetRS inh, O=C(CN1c2ccccc2S(=O)(=O)c2ccccc21)Nc1ccccc1F reads -0.5

Following part:
SMILES	NadD block	Rpn11 block	Tb MetRS inh	SUMO1-SIM PPI	STEP block	Scp1 inh	MLLE-PAM2 inh	CSN inh	LMPTP inh	DNMT1 block
O=C(NCCCNC(=O)c1ccco1)c1ccc(Cl)c(Cl)c1	3	i	-0.6	0	-2	-1	-3	6	-0.3	1
CC(C)CN(CC(C)C)c1nnc(NC(=O)Cn2c(=O)oc3ccccc32)s1	3	i	-0.7	4	0	-7	9	-2	-0.4	3
O=C1CS(=O)(=O)c2ccccc2N1	-2	i	-1.0	2	0	1	-14	-1	-2.7	4
O=C(/C=C/c1cn(-c2ccccc2)nc1-c1cccc(Cl)c1)N1CCN(c2ccccn2)CC1	13	i	-0.3	-2	6	8	14	153*	13	-10
O=C(CSc1ccc2nnc(-c3ccccn3)n2n1)NCc1ccc2c(c1)OCO2	11	i	0.7	1	0	-6	-3	2	0.2	2
O=C(NCc1cccc(Cl)c1)C1CCC(=O)N(CCCN2CCCC2=O)C1 (centres undefined)	3	i	0.1	6	0	-2	13	3	0.6	2
O=C(COc1ccccc1)Nc1ccc(Cl)cn1	-1	i	-0.8	24	-1	-2	0	-6	0.6	3
CN(C)CCCNC(=O)c1cc(C(=O)c2ccccc2F)c[nH]1	-6	i	0.7	5	0	-14	4	3	-0.9	-2
C[C@@H]1CN([C@H](C)CO)C(=O)CCCn2nncc2CO[C@H]1CN(C)C	11	i	-0.8	-1	-1	·	2	1	-4.2	-2
Cc1cc(C)c2ccc(=O)n(CC(=O)N/N=C/c3ccccc3Cl)c2n1	-2	i	0.3	1	0	-10	18	-1	0.2	-1
Cc1c(N=C2NN=C(c3ccc(Cl)cc3)CS2)c(=O)n(-c2ccccc2)n1C	8	i	0.5	1	1	1	16	-6	0.7	-9
CCOC(=O)n1c(=O)n(Cc2ccc(Cl)cc2Cl)c2ccccc21	-7	i	-0.8	2	0	-1	0	4	2.6	-3
O=C(C1CCCCC1)N1CCCC(c2nc(-c3ccc(F)cc3)no2)C1 (centres undefined)	-5	i	-2.1	0	-3	2	1	0	1.9	6
CN(CC(=O)NCc1ccc(F)cc1)S(=O)(=O)c1cccc2nsnc12	-11	i	-0.7	-25	-4	-5	5	0	-1.5	1
Cc1cc(C)c(N=Cc2c(O)n(-c3nccs3)c(=O)c3ccccc23)c(C)c1	10	i	-0.7	-3	0	2	20	-4	1.9	-6
Cc1ccc(S(=O)(=O)NCc2ccco2)c(C)c1C	-2	i	-2.1	-3	-1	6	0	-3	-1.2	-2
Cc1cc(C(=O)Nc2ccccc2C(=O)O)c(C)o1	-3	i	-0.6	7	4	2	4	1	-1.9	2
Cc1ccc(-n2cc(C(=O)c3ccccc3O)cn2)cc1	-4	i	-0.4	-2	2	-14	-3	2	0.9	1
CC(=O)c1c(O)cc(C)n(Nc2nc(C)cc(C)n2)c1=O	6	i	-0.6	-2	6	-5	21	5	0.8	0
CS(=O)(=O)c1ccc(-c2sc3cc4c(cc3c2C(=O)NN2CCOCC2)OCO4)cc1	24	i	-0.2	-18	-1	101*	-54	1	-0.7	5
COC(=O)c1cn(Cc2ccccc2C)nn1	0	i	0.3	-4	-3	-7	7	2	0.3	2
COc1ccccc1N(CC(=O)N1CCN(c2ccccc2)CC1)S(=O)(=O)c1ccc(C)cc1	6	i	-0.2	11	0	-2	13	-1	1.0	-2
CC(=O)N(C)c1ccc(NC(=O)C(Sc2ccccc2)c2ccccc2)cc1 (centres undefined)	-1	i	0.0	-5	-1	-9	-11	3	-0.2	-1
Cc1nn(Cc2noc(C(=O)NCCc3ccccn3)n2)c(C)c1Br	6	i	-1.3	15	2	-1	-11	2	0.1	0

Some of the entries above, set out differently.
Structure | NadD block | Rpn11 block | Tb MetRS inh | SUMO1-SIM PPI | STEP block | Scp1 inh | MLLE-PAM2 inh | CSN inh | LMPTP inh | DNMT1 block
CC(=O)N(C)c1ccc(NC(=O)C(Sc2ccccc2)c2ccccc2)cc1 (centres undefined) | -1 | i | 0.0 | -5 | -1 | -9 | -11 | 3 | -0.2 | -1
Cc1nn(Cc2noc(C(=O)NCCc3ccccn3)n2)c(C)c1Br | 6 | i | -1.3 | 15 | 2 | -1 | -11 | 2 | 0.1 | 0

Screening data as filed in PubChem BioAssay.
